Screening results as filed in PubChem BioAssay.
RNase H inhibition – RNase H inhibition, HIV 1 Gag Pol polyprotein, FRET biochemical assay, screening (AID 372); HIV-1 RT RNase H, FRET RNA/DNA substrate fluorescence; higher % means a stronger effect; one-dose inhibition, % at 10 µM; IC50 in µM for titrated hits; 0.77% of 100,000 active; in the data active = inhibition above about 50%
An asterisk follows results filed as active.

SMILES	RNase H inhibition
CCOC(=O)/C(=N/Nc1ccccc1Cl)C(=O)OC	3.0%
C/C(=N\NC(=O)CC(=O)N/N=C(\C)c1cccc(Br)c1)c1cccc(Br)c1	25.0%
O=C(Nc1cccc2ccccc12)c1ccc(S(=O)(=O)N2CCOCC2)cc1	6.0%
Cc1ccc(C(=O)NCc2ccccn2)cc1[N+](=O)[O-]	4.0%
O=C(NC1CCCCCC1)C1CCN(Cc2ccccn2)CC1	0.0%
COc1cc(NC(=O)c2ccc(Cl)c([N+](=O)[O-])c2)cc(OC)c1	7.0%
CCOc1ccccc1C1C(C#N)=C(N)Oc2c1ccc1ccccc21 (configuration not stated)	23.0%
Cc1ccc(N2C(=O)NC(=O)/C(=C/c3ccc(-c4ccc(Cl)cc4Cl)o3)C2=O)cc1	36.0%
C(=NN1CCN(c2ccccn2)CC1)c1cccc(Oc2ccccc2)c1	24.0%
CS(=O)(=O)N(CC(=O)Nc1ccc(I)cc1)c1cccc(Cl)c1	1.0%
COc1ccc(CCNC(=O)c2ccc(C#CC(C)(C)O)cc2)cc1OC	0.0%
CN1C(=O)S/C(=C\c2cc(Br)ccc2OCc2ccc(C(=O)O)cc2)C1=O	20.0%
CC(C)OC(=O)/C(=C/c1ccco1)NC(=O)c1ccccc1	5.0%
Cc1cc(C)c(O)c(N=Cc2cc(Br)cc(Cl)c2O)c1	7.0%
O=C(O)CC(Cc1ccccc1)C(=O)O (configuration not stated)	17.0%
Cc1onc(-c2ccccc2Cl)c1C(=O)Nc1cccc2cccnc12	28.0%
Cc1ccc(C(=O)NCc2ccc3c(c2)OCO3)c(Cl)c1	11.0%
Cc1cccc(NC(=O)COc2ccccc2)c1	3.0%
C/C=C/c1ccc(OCCOCCOc2ccc(C(=O)c3ccccc3)cc2)c(OC)c1	18.0%
CCOC(=O)C1=C(C)N=c2s/c(=C\c3ccccc3O)c(=O)n2C1c1ccc(Cl)cc1 (configuration not stated)	21.0%

Shown bar-delimited: entries from further up.
SMILES | RNase H inhibition
COc1ccc(CCNC(=O)c2ccc(C#CC(C)(C)O)cc2)cc1OC | 0.0%
O=C(NC1CCCCCC1)C1CCN(Cc2ccccn2)CC1 | 0.0%
CS(=O)(=O)N(CC(=O)Nc1ccc(I)cc1)c1cccc(Cl)c1 | 1.0%
Cc1cccc(NC(=O)COc2ccccc2)c1 | 3.0%
Cc1ccc(C(=O)NCc2ccccn2)cc1[N+](=O)[O-] | 4.0%
Cc1ccc(N2C(=O)NC(=O)/C(=C/c3ccc(-c4ccc(Cl)cc4Cl)o3)C2=O)cc1 | 36.0%

Further entries.
SMILES	RNase H inhibition
O/N=C1\CCCc2c1nc(-c1ccco1)n2O	3.0%
CCC(C(=O)Nc1ccc2c(c1)OCCO2)c1ccccc1 (configuration not stated)	0.0%
Cc1ccc2nc(-c3cccc(NC(=O)c4cccs4)c3)oc2c1	11.0%
O=C1NN(c2ccccc2)C(=O)/C1=C\c1cccs1	12.0%
C/C(=N\NC(=O)CN(c1ccc(C)cc1)S(=O)(=O)c1ccccc1)c1ccc(Cl)cc1	8.0%
CCN(C(=O)c1ccc(Cl)cc1Cl)c1ccccc1C	1.0%
Cc1ccc(N2NC(=O)/C(=C/c3ccc(-c4cc([N+](=O)[O-])ccc4C)o3)C2=O)cc1	13.0%
CC1CC(N(C(=O)C2CC2)c2ccccc2)c2ccccc2N1C(=O)C1CC1 (configuration not stated)	0.0%
CC1=C(C(=O)OC(C)C)C(c2ccc(C)s2)NC(=O)N1C (configuration not stated)	0.0%
Cc1ccc(/C=N/NC(=O)COc2cccc(Br)c2)c(C)c1	6.0%
CCCC(C)NC(=O)Cc1ccccc1 (configuration not stated)	2.0%
COc1cc(/C=N/NS(=O)(=O)c2ccc(C)cc2)ccc1OCc1ccccc1F	23.0%
C=CCN1C(=O)NC(=O)/C(=C/c2cc(OC)c(OC(C)=O)c(OC)c2)C1=O	4.0%
Cc1ccc(N2C(=O)CC(N3CCN(c4ccccc4F)CC3)C2=O)cc1 (configuration not stated)	4.0%
O=S(=O)(c1ccc(Cl)c(S(=O)(=O)N2CCOCC2)c1)c1ccc(Cl)c(S(=O)(=O)N2CCOCC2)c1	0.0%
COC(=O)c1ccc(N2CCOCC2)c([N+](=O)[O-])c1	12.0%
CCOc1cccc(-c2nc3cc(OC)c(OC)cc3c(=O)o2)c1	3.0%
N/C(=N\OC(=O)COc1ccc(Br)cc1Cl)c1ccccc1Cl	8.0%
O=P(CCCO)(c1ccccc1)c1ccccc1	6.0%
Cc1ccc(NC(=O)/C(=C\c2ccco2)NC(=O)c2ccc([N+](=O)[O-])cc2)cc1	7.0%

Already shown: an excerpt of the list.
SMILES	RNase H inhibition
C=CCN1C(=O)NC(=O)/C(=C/c2cc(OC)c(OC(C)=O)c(OC)c2)C1=O	4.0%
Cc1ccc(N2C(=O)CC(N3CCN(c4ccccc4F)CC3)C2=O)cc1 (configuration not stated)	4.0%
O=S(=O)(c1ccc(Cl)c(S(=O)(=O)N2CCOCC2)c1)c1ccc(Cl)c(S(=O)(=O)N2CCOCC2)c1	0.0%
COC(=O)c1ccc(N2CCOCC2)c([N+](=O)[O-])c1	12.0%
CCOc1cccc(-c2nc3cc(OC)c(OC)cc3c(=O)o2)c1	3.0%
N/C(=N\OC(=O)COc1ccc(Br)cc1Cl)c1ccccc1Cl	8.0%
O=P(CCCO)(c1ccccc1)c1ccccc1	6.0%

Remaining list, next part:
SMILES	RNase H inhibition
CCOc1cc(/C=C2\C(=O)NC(=S)N(c3ccc(Br)cc3)C2=O)ccc1O	15.0%
O=C(Nc1ccccc1C(=O)O)c1ccc([N+](=O)[O-])cc1Cl	5.0%
COc1ccc(C(=O)Nc2ccc(Cl)c([N+](=O)[O-])c2)cc1I	13.0%
Cc1oc2ccc(OC(=O)c3ccc([N+](=O)[O-])cc3)cc2c1C(=O)OC(C)C	42.0%
C=CCN1C(=O)/C(=C/c2ccc(OCCOc3ccccc3Cl)c(OCC)c2)SC1=S	15.0%
O=C(/C=C/c1ccc(F)cc1)NC(=S)N1CCCCCC1	0.0%
Cc1ccc(S(=O)(=O)c2nc(N)sc2Cl)cc1	30.0%
COc1ccccc1/C=N/NC(=O)C1CC(=O)N(c2ccccc2)C1 (configuration not stated)	0.0%
CCOC(=O)c1cnc(-c2ccccc2)nc1NC	14.0%
CN1CCN(C(=O)c2nn3c(C(F)(F)F)cc(-c4ccco4)nc3c2Cl)CC1	8.0%
CC1=C(C(=O)OCCOc2ccccc2)C(c2coc3ccc(Cl)cc3c2=O)C2=C(CC(C)(C)CC2=O)N1 (configuration not stated)	2.0%
COc1ccccc1/C=C/C=N/NC(=O)c1cc(C23CC4CC(CC(C4)C2)C3)[nH]n1	20.0%
CCCOc1nnc(-c2ccc(C)cc2)c2ccccc12	12.0%
COc1ccc(-c2nc3cc(NC(=S)NC(=O)c4ccc(C)c(C)c4)ccc3o2)cc1Cl	25.0%
COc1ccccc1C(=O)N1CCN(Cc2ccccc2Br)CC1	4.0%
CC1=C(C(=O)OCC(F)(F)F)C(c2cccc(Cl)c2)NC(=O)N1 (configuration not stated)	18.0%
COc1ccc(OC)c(CN2CCN(Cc3cccc(C)c3)CC2)c1	8.0%
Clc1ccc(N2N=C(c3ccccc3)CC2c2ccccc2)cc1 (configuration not stated)	16.0%
COc1ccc(S(=O)(=O)NC(C)C2C3CC4CC(C3)CC2C4)cc1 (configuration not stated)	11.0%
CCN(CC)C(=O)CN(c1ccc(Oc2ccccc2)cc1)S(C)(=O)=O	6.0%
C=CCOc1ccccc1/C=C1/SC(N2CCN(c3ccccc3[N+](=O)[O-])CC2)=NC1=O	12.0%
COc1ccc(C(=O)COC(=O)C(Cc2ccccc2)N2C(=O)C3C4C=CC(C5CC45)C3C2=O)cc1 (configuration not stated)	20.0%
COc1ccc(C2CC(=O)C3=C(C2)NC(C)=C(C(=O)OC(C)C)C3c2cc(Cl)c(O)c(OC)c2)cc1 (configuration not stated)	16.0%
Cc1ccc(C(=O)O)cc1NC(=O)CCCC(=O)O	9.0%
COc1ccc2nc(NC(=O)Cc3ccccc3)sc2c1	9.0%
O=C(CSc1nnc(-c2ccccc2)c(-c2ccccc2)n1)N1CCOCC1	9.0%
CCOc1cc(/C=N/NC(=O)CSc2nnc(-c3ccccc3)n2-c2ccccc2)ccc1O	16.0%
C=CCN1C(=O)/C(=C\c2cc(Br)c(OCc3ccc(F)cc3)c(OC)c2)SC1=S	6.0%
COc1cc(C(=O)N/C(=C/c2ccc(N(C)C)cc2)C(=O)Nc2ccc(C)cc2)cc(OC)c1OC	11.0%
COc1cc2ccccc2cc1C(=O)NC(=S)Nc1cc(-c2nc3ncccc3o2)ccc1Cl	12.0%
O=C(O)c1cc(NC(=O)c2ccco2)cc(C(=O)O)c1	5.0%
CCOC(=O)N1CCN(C(=O)C2CCN(Cc3cccc(OC)c3OC)CC2)CC1	14.0%
Cc1ccc(/C=C2/SC(=O)N(CO)C2=O)cc1	0.0%
O=C(/C=C/c1ccc2c(c1)OCO2)c1ccc2ccccc2c1O	31.0%
O=c1c2c(nc(SCc3ccccc3)n1C1CCCCC1)-c1ccccc1CC21CCCCC1	2.0%
CCCn1c(=N)n(CC(=O)c2cccs2)c2ccccc21	0.0%
CCOC(=O)C1=C(O)/C(=C/c2cccc(OC)c2O)N=C1C	11.0%
CC(=O)N/C(=C/c1ccc2c(c1)OCO2)C(=O)NC(Cc1ccccc1)C(=O)O (configuration not stated)	12.0%
O=C(CCCCC(=O)NNC(=O)c1cccc(Cl)c1)NNC(=O)c1cccc(Cl)c1	17.0%
O=C1C(=O)N(CCO)C(c2ccc(Cl)cc2)/C1=C(\O)c1ccccc1 (configuration not stated)	0.0%
Cc1cccc(OCC(=O)Nc2cccc(C(F)(F)F)c2)c1C	10.0%
COCCNC(=O)/C(=C\C=C\c1ccccc1)NC(=O)c1ccc(C)cc1	0.0%
Cc1ccc(/C(O)=C2\C(=O)C(=O)N(CCCC(=O)O)C2c2ccc3c(c2)OCO3)cc1 (configuration not stated)	7.0%
COC(=O)C1=C(C)NC2=C(C(=O)CC(c3ccccc3)C2)C1c1ccccc1 (configuration not stated)	17.0%
COc1cccc(CN2CCN(Cc3ccccc3C)CC2)c1OC	7.0%
O=C(NCCCN1CCOCC1)/C(=C/c1ccc(-c2ccc(Cl)cc2)o1)NC(=O)c1ccccc1	0.0%
CCCOc1cccc(C(=O)Nc2scc(-c3ccc(C)cc3)c2C(=O)OC)c1	18.0%
COc1ccc(C(=O)Nc2ccc(NC(=O)c3ccc(OC)cc3)cc2)cc1	16.0%
O=C(NCc1cccs1)C(=O)Nc1ccccc1	4.0%
CCOc1ccccc1C1NC(=O)N(C)C(C)=C1C(=O)OCCOc1ccccc1 (configuration not stated)	10.0%

Additional records follow:
SMILES	RNase H inhibition
COc1ccc(OCCC(=O)c2ccc(OC)c(OC)c2)cc1	0.0%
COc1ccc(/C(N)=N/OC(=O)c2cccc([N+](=O)[O-])c2C)cc1OC	14.0%
NC(=O)c1cccc(NC(=O)c2ccccc2C(=O)O)c1	0.0%
CC(C)(C)c1ccc(O)c(/C=N/NC(=O)COc2ccc(Cl)cc2[N+](=O)[O-])c1	12.0%
CC(Sc1nc2ccc(Br)cc2c(=O)n1-c1ccccc1)c1ccccc1 (configuration not stated)	8.0%
COC(=O)C1=C(C)N(CC(C)C)C(=O)/C1=C\c1cccc([N+](=O)[O-])c1	8.0%
CCCOC(=O)C1=C(C)NC(=O)NC1c1cccc(Oc2ccccc2)c1 (configuration not stated)	20.0%
COc1cc(CNC2CCCc3ccccc32)cc(OC)c1O (configuration not stated)	17.0%
CCCOc1ccc(C(=O)N/N=C/c2cccc(Br)c2)cc1	4.0%
O=C(NC(=S)Nc1ccc(Cc2ccncc2)cc1)c1ccc(Cl)cc1	9.0%
Cc1ccc(-n2c(C)cc(/C=C(\C#N)C(=O)Nc3ccccc3)c2C)cc1[N+](=O)[O-]	0.0%
CN1C(=O)C(=O)/C(=C(/O)c2ccc(Br)cc2)C1c1ccccc1[N+](=O)[O-] (configuration not stated)	4.0%
Cc1cccc(OCCn2c(N)nc3ccccc32)c1	12.0%
COc1ccc(NC(=O)c2cc3nc(-c4ccc(Cl)cc4)cc(C(F)(F)F)n3n2)cc1OC	7.0%
O=C(NNc1ccc([N+](=O)[O-])cc1)c1ccc(Br)cc1	0.0%
Cc1ccc(OCCn2c(SCC(N)=O)nc3ccccc32)cc1	11.0%
COc1ccc(CCC(=O)Nc2sc3c(c2C(N)=O)CCC(C)C3)cc1 (configuration not stated)	8.0%
COC(=O)c1ccc(OCCCOc2ccc(C=O)cc2OC)cc1	26.0%
Cc1cc(-c2cc(Cl)ccc2O)n[nH]1	8.0%
O=C(N/N=C\c1cc([N+](=O)[O-])ccc1N1CCCC1)c1ccccn1	16.0%
COc1ccc(NC(=O)/C(=C/c2ccc(Br)cc2)NC(=O)c2ccccc2)cc1	9.0%
Fc1ccc(Br)cc1/C=N/n1c(-c2ccc(Cl)cc2)n[nH]c1=S	32.0%
O=C(Oc1ccc(/C=N/NC(=O)c2ccccn2)cc1)c1cccc(Br)c1	3.0%
O=C(CN1C(=O)c2cccc([N+](=O)[O-])c2C1=O)Nc1nc(-c2ccccc2)cs1	4.0%
C=CCc1ccccc1OCCOc1c(Br)cc(/C=N/n2cnnc2)cc1OC	22.0%
O=[N+]([O-])c1ccc(-c2cn3ccccc3n2)cc1	0.0%
CC(=O)c1cccc(NC(=S)NC(=O)c2ccc(C)cc2)c1	17.0%
Cc1cc(/C=C(/C#N)C(=O)Nc2ccc(F)cc2)c(C)n1-c1ccc(Cl)c(Cl)c1	6.0%
O=C(N/N=C/c1cccs1)/C(=C\c1ccc2c(c1)OCO2)NC(=O)c1ccccc1	13.0%
CC1=C(C(=O)OCCc2ccccc2)C(c2ccc(Cl)cc2Cl)CC(=O)N1 (configuration not stated)	18.0%
FC(F)(F)c1ccccc1CN1CCN(C2CCCCC2)CC1	6.0%
Cc1cccc(OCC(=O)Nc2ccc(N3CCN(C(=O)c4ccccc4)CC3)cc2)c1	9.0%
COCCCNCCOCCOc1cccc(OC)c1	11.0%
CCCCN1C2=NCCCN2c2ccccc21	4.0%
CN1C(=O)/C(=C\c2cccc(O)c2)OC1=S	10.0%
O=C(NC1CCCCC1)C(F)(OC(F)(F)C(F)(F)C(F)(F)F)C(F)(F)F (configuration not stated)	12.0%
O=C(Nc1ccc(Cl)cc1)ON=C(c1ccc(Cl)cc1)c1ccc(Cl)cc1	4.0%

This is a subset, so the mix of outcomes need not match the whole.
